From PubChem BioAssay
uPA generation: cell surface uPA generation inhibition. actives 0.31% (n = 330,000). cell surface uPA generation assay, qHTS. AID 540303. Potency, µM (highest dose often 38.3 µM), inactives show at the top dose activity change, negative = inhibition, hits mostly inhibitors; active = well fitted inhibition curve with a large enough effect; inconclusive = small, poorly fitted or top-dose-only effect; inactive = no such curve, though single readings can be large or run the other way; tested in mouse RAW 264.7 cells; also: % is scaled to controls: 0 for no effect and ±100 for the full control effect; nearly all actives have a fitted effect of over 55% in size
RORg inh: blocks mouse ROR gamma transcriptional activity; Drosophila S2 Gal4-RORgamma UAS-luciferase reporter, 20 h; Potency, µM (doses to about 53.6 µM), without a hit: at the top dose activity change, negative = inhibition, hits mostly inhibitors; actives 5.4% (n = 310,000); AID 2551; also: % is scaled to controls: 0 for no effect and ±100 for the full control effect; nearly all actives have a fitted effect of over 60% in size
Target sequence (P51450 whole entry, looked up, the tested form may be a part): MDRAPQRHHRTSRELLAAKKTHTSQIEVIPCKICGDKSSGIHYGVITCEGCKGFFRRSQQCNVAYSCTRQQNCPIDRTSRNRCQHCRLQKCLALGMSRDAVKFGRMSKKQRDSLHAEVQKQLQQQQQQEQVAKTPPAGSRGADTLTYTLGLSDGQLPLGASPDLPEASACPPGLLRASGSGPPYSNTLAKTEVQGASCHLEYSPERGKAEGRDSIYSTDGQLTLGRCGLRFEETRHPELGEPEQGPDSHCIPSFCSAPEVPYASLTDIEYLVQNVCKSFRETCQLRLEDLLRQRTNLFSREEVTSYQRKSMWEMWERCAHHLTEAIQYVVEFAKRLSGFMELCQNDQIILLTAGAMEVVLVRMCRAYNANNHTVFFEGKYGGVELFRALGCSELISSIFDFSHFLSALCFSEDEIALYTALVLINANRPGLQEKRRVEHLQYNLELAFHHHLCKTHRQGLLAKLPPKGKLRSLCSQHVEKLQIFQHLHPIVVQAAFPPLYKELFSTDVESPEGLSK
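Compounds are pin-transferred onto Drosophila Schneider cells expressing a copper-inducible Gal4–ROR gamma transactivation domain fusion. After 1 hr, copper sulfate is added to 700 uM final; luciferase is read 20 hr later.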
BRCA1 expr up: increases BRCA1 expression; actives 1.1% (n = 380,000); Potency, µM (highest dose often 46.1 µM), without a hit: top-dose activation, most hits filed as activators; MCF7-BRCA1-FFLuc reporter, luminescence, 48 h; response scale: scaled: vehicle 0%, 10 µM genistein 100%; also: nearly all actives have a fitted effect of over 80% in size; some results filed as inactive show a strong effect at the top dose
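MCF7-BRCA1-FFLuc, 2000 cells/well; 2 h attach, 37 °C/5% CO2; compound 48 h; luciferase substrate 15 min; luminescence end-point. Norm. to genistein 10 microM max activation and DMSO; concentration-response curves fitted.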
NPC1 promoter act: activators of NPC1 promoter. Huh7 NPC1 promoter luciferase reporter, 24 h. Potency, µM (titrated, usually from 9.22 µM), inactives show at the top dose activation, actives largely listed as activators. actives 2.4% (n = 320,000);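 also: % of control where 0% means no effect; nearly all actives have a fitted effect of over 60% in size; reporter is driven by a mutant NPC1 promoter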
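Luminescence read-out of NPC1 promoter-driven luciferase in stably transfected Huh7 cells; compounds delivered in DMSO and left 24 h at 37C, 5% CO2, qHTS titration format.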
VP16 counter: inhibits Gal4-VP16 luciferase reporter, ROR gamma counter-screen. Drosophila S2 Gal4-VP16 UAS-luciferase, luminescence, 20 h. Potency, µM (top dose mostly 53.6 µM), inactives show top-dose activity, negative = inhibition, most hits filed as inhibitors. actives 3.5% (n = 310,000);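 also: Gal4-VP16 expression switched on by copper sulfate through the metallothionein promoter; % is scaled to controls: 0 for no effect and ±100 for the full control effect; nearly all actives have a fitted effect of over 50% in size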
MBNL1-CUG inh: blocks human MBNL1 binding to CUG repeat RNA | Q9NR56 | TR-FRET MBNL1-His/biotin-(CUG)12 binding, 665/545 ratio | Potency, µM (top dose mostly 57.5 µM), without a hit: at the top dose activity change, negative = inhibition, actives largely listed as inhibitors | actives 0.036% (n = 280,000); active = well fitted inhibition curve with a large enough effect in the signal ratio, with a control signal flat, not every such curve was filed as active; inconclusive = small, poorly fitted or top-dose-only effect, or effect the other way, or a change in a side signal; inactive = no such curve, though single readings can be large or run the other way; the % refers to the signal ratio; also: % is scaled to controls: 0 for no effect and ±100 for the full control effect
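His-tagged MBNL1 binding to biotinylated (CUG)12 RNA was measured by TR-FRET using terbium anti-His antibody (0.055 ng/ul final) and streptavidin-XL665 (5 nM final). Compounds were titrated 92 nM to 58 uM; 60 min at room temperature.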
p53 reactivator: re-activators of mutant p53; actives 0.063% (n = 320,000); H1299 p53-A138V BP100-luciferase reporter, luminescence, 24 h; Potency, µM (highest dose often 92.2 µM), for inactives: top-dose activity change, positive = activation, usual class: activators; also: % of control where 0% means no effect; nearly all actives have a fitted effect of over 45% in size
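H1299 (p53-null), stable ts p53-A138V + BP100-Luc; 1000 cells/well, Opti-MEM/10% FBS; cpd 4 pt, 1:5; 24 h, 37 deg C, 5% CO2; detection reagent 10 min RT; luminescence.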
Rab9 promoter act: activates the Rab9 promoter; Huh7 Rab9 promoter-luciferase reporter, luminescence, 24 h; Potency, µM (series often up to 9.22 µM), for inactives: at the highest dose activation, negative = inhibition, most hits filed as activators; AID 485297; actives 2.8% (n = 320,000); also: % of control where 0% means no effect; nearly all actives have a fitted effect of over 60% in size
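Luciferase signal after 10 min detection reagent at ambient indicates Rab9 promoter upregulation; stably transfected Huh7 cells were treated 24 h with compound in DMSO at 37 °C, 5% CO2.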
FLuc modulator: inhibits or activates purified firefly luciferase, miR-21 counter-screen; P08659; purified FLuc, Km substrates, luminescence inhibition; Potency, µM (highest dose often 57.5 µM), for inactives: top-dose activity change, negative = inhibition, most hits filed as inhibitors; actives 6.9% (n = 360,000);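 also: plate controls were vehicle for no effect and reference inhibitor for full effect; nearly all actives have a fitted effect of over 55% in size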
Target sequence (P08659 whole entry, looked up): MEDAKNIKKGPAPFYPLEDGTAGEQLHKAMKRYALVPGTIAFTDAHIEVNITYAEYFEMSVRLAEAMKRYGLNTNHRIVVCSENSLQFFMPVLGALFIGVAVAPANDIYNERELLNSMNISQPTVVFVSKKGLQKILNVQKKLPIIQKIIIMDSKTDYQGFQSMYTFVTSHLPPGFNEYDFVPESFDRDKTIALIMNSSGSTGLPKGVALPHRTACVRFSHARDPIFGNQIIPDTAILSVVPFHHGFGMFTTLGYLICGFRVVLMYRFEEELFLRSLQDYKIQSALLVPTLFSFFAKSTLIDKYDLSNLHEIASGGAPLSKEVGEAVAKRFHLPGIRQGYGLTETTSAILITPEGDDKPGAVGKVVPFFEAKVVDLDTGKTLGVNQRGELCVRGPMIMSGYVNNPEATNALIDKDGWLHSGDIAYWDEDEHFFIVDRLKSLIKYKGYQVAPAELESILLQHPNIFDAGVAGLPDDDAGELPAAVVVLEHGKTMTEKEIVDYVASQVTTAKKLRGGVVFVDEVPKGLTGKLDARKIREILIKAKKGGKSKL
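Purified P. pyralis luciferase (10nM final) with 10uM D-luciferin and 10uM ATP (Km levels) in 50mM Tris acetate pH 7.5, 10mM Mg acetate, 0.01% Tween-20, 0.05% BSA; qHTS 6-point titration, ~60 µM downward; luminescence read.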
ELG1 genotox: inducers of genotoxicity in HEK293T ELG1-luciferase cells | Potency, µM (doses to about 46 µM), inactives show at the top dose activity change, positive = activation, usual class: activators | HEK293T ELG1-luciferase reporter, luminescence, 16 h | actives 1.3% (n = 330,000); also: % of control where 0% means no effect; nearly all actives have a fitted effect of over 60% in size
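Cells (2,000/well) expressing the ELG1-luciferase fusion are dosed by pin tool and kept 16 hr at 37 °C, 5% CO2. Signal comes from ONE-Glo luciferase reagent after 30 min at room temperature.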
Active calls of the source: *; ? = inconclusive; nt = not tested or not shown; & = joins results of further samples; [ ] = remark or other dose. Unless noted, calls follow the shape of the dose curve; as a rule, active = well fitted curve in the direction sought with a large enough effect; inconclusive = small, poorly fitted or top-dose-only effect, or another doubt; inactive = no such curve, though single readings can be large; an effect the other way counts as inactive or inconclusive. Potency is read from the fitted curve at half-maximal effect.

SMILES	uPA generation	RORg inh	BRCA1 expr up	NPC1 promoter act	VP16 counter	MBNL1-CUG inh	p53 reactivator	Rab9 promoter act	FLuc modulator	ELG1 genotox
CN(C(=O)Cc1c[nH]c2ccccc12)C(C(=O)Nc1ccc2c(c1)OCO2)c1ccccc1 (stereo unspecified)	15%	17%	-38%	1%	7%	-11%	11%	0%	?	-5%
CC1CCCCC1NC(=O)COC(=O)c1cccn1C (stereo unspecified)	-6%	nt	28%	5%	nt	nt	10%	11%	1%	0%
O=C(O)CCC(NC(=O)c1ccc(Cl)cc1)C(=O)O (stereo unspecified)	1%	-3%	-2%	-2%	-3%	5%	-4%	-4%	-9%	-2%
Cn1nc([N+](=O)[O-])nc1N1CCOCC1	7%	-23%	8%	0%	3%	?	2%	-7%	-2%	0%
Cc1ccc(C(=O)NC2CCS(=O)(=O)C2)cc1S(=O)(=O)N1CCCCC1 (stereo unspecified)	8%	24%	8%	1%	12%	-19%	-6%	0%	2%	0%
CCOC(=O)CNC(=O)c1c2c(nc3ccccc13)CCCC2	-7%	-1%	3%	-2%	-3%	-10%	-1%	6%	0%	-3%
Cc1cccc(NC(=O)c2onc3c2CCCC3)c1C	-7%	?	?	4.5µM*	-11%	7%	11%	2.8µM*	7.6µM*	?
N#Cc1ccccc1Sc1ccccc1C(=O)N1CCOCC1	2%	4%	-5%	-1%	-4%	-11%	2%	-2%	2%	2%
Cc1ccc(C)c(S(=O)(=O)Nc2cc3c4c(c2)CC(=O)N4CCC3)c1	-4%	nt	-21%	0%	nt	nt	-13%	-2%	-1%	3%
COc1ccc(S(=O)(=O)N2CCOC23CCN(S(=O)(=O)c2cc(C)ccc2C)CC3)cc1	-6%	nt	-10%	-3%	nt	nt	3%	-8%	11%	6%
COc1cccc(NC(=O)Cc2ccc(C)cc2)c1	-1%	?	0%	12%	-7%	-1%	7%	14%	-15%	6%
Cc1ccc(C(=O)CSc2nnc3c4ccccc4nc(C(C)(C)C)n23)cc1	4%	-8%[10 µM]	-30%	-25%	-16%	nt	5%	-17%	2%	-3%

Quoted at random: three records from the list, in no set order.
SMILES	uPA generation	RORg inh	BRCA1 expr up	NPC1 promoter act	VP16 counter	MBNL1-CUG inh	p53 reactivator	Rab9 promoter act	FLuc modulator	ELG1 genotox
Cn1nc([N+](=O)[O-])nc1N1CCOCC1	7%	-23%	8%	0%	3%	?	2%	-7%	-2%	0%
O=C(O)CCC(NC(=O)c1ccc(Cl)cc1)C(=O)O (stereo unspecified)	1%	-3%	-2%	-2%	-3%	5%	-4%	-4%	-9%	-2%
CN(C(=O)Cc1c[nH]c2ccccc12)C(C(=O)Nc1ccc2c(c1)OCO2)c1ccccc1 (stereo unspecified)	15%	17%	-38%	1%	7%	-11%	11%	0%	?	-5%

Remaining list, next part:
SMILES	uPA generation	RORg inh	BRCA1 expr up	NPC1 promoter act	VP16 counter	MBNL1-CUG inh	p53 reactivator	Rab9 promoter act	FLuc modulator	ELG1 genotox
CCNCCNC(=O)c1c(O)c2cccc3c2n(c1=O)CCC3	6%	?	-11%	-2%	4%	-14%	-6%	-19%	3%	-1%
CC(C)CCNC(=O)C(=O)Nc1cc2c3c(c1)CC(=O)N3CCC2	0%	1%	11%	-3%	-2%	-1%	12%	14%	1%	9%
NS(=O)(=O)c1ccc(CCNC(=O)COC(=O)/C=C/c2ccccc2Cl)cc1	0%	30%	-17%	-1%	3%	20%	0%	1%	-1%	1%
CC(=O)C1=C(C)N(Cc2ccccc2)C(=O)N[C@H]1c1cccs1	-18%	0%&-5%	-5%	-5%	-6%&-10%	0%	7%	-1%	2%	-1%
COc1ccc(/C=C/C(=O)O)cc1S(=O)(=O)NCC1CCCO1 (stereo unspecified)	-6%	0%	29%	-3%	-5%	10%	1%	-5%	-1%	0%
COc1ccc(-c2[nH]c(-c3cc(OC)c4c(c3)OCO4)nc2-c2ccccc2)cc1	-11%	?	-76%	-1%	2%	1%	16%	0%	-5%	-7%
O=C(O)Cn1ncc2c1-c1ccoc1CC2	-13%	?	0%	4%	0%	2%	-7%	-19%	-3%	0%
CC1CCN(C(c2ccc(N(C)C)cc2)c2nnnn2Cc2ccc(F)cc2)CC1 (stereo unspecified)	10%	-5%	-20%	-2%	-1%	-1%	-9%	0%	1%	-6%
O=C(Cn1cnc2cc([N+](=O)[O-])ccc2c1=O)Nc1ccc2c(c1)CCC2	6%	3%	-25%	-4%	10%	?	1%	-3%	0%	-2%
CCCNC(=O)c1c(O)c2cccc3c2n(c1=O)CCC3	-3%	-27%	-19%	2%	-8%	9%	6%	0%	-3%	0%
CSc1ccc(Cl)c(C(=O)Nc2ccc(N3CCOCC3)cc2)c1	-3%	24%	0%	-4%	4%	-4%	-3%	0%	-16%	1%
CCn1nc(C)cc1C(=O)NC1CCCc2c1cnn2-c1ccc(C)c(C)c1 (stereo unspecified)	?	25%	-70%	-23%	?	-8%	-24%	-12%	0%	-18%
O=C(/C=C/c1ccccc1Cl)Nn1cnc2ccccc2c1=O	5%	26%	22%	11%	-7%	nt	?	3%	3%	1%
CCCn1c(=O)c(C(=O)NNC(=O)c2cccc([N+](=O)[O-])c2)c(O)c2ccccc21	2%	?	-8%	-1%	?	5%	8%	-1%	6%	2%
COC(=O)C(Cc1c[nH]c2ccccc12)NC(=O)c1cccs1 (stereo unspecified)	4%	31%	27%	-1%	-15%	-4%	-2%	-3%	?	-1%
O=C(COC(=O)c1ccc(S(=O)(=O)N2CCCC2)cc1)NCc1ccc(Cl)cc1	4%	-20%	3%	0%	1%	10%	-1%	-6%	1%	-5%
COc1ccc(CCC(=O)Nc2ccc(S(=O)(=O)N3CCOCC3)cc2)cc1	-5%	34%	-1%	-7%	-6%	0%	-2%	-2%	3%	-7%
CCOC(=O)N1CCN(C(=O)c2ccc3c(c2)N(C)C(=O)/C(=C\c2ccc(OCC)c(OC)c2)S3)CC1	-11%	13%	-52%	-8%	-21%	?	0%	-5%	?	-3%[9.26 µM]
CC1(C)NC(=O)N(CCCCSc2ccc(Cl)cc2)C1=O	0%	26%	-33%	12%	-6%	-9%	-2%	17%	-10%	0%
Cc1c(O)ccc(/C(Cc2ccc3ccccc3n2)=N\N)c1O	?	-16%	0%	19%	5%	1%	14%	17%	15µM*	10%
CC(C)c1ccc(NC(=O)C2CSC3(C)CCC(=O)N23)cc1 (stereo unspecified)	4%	11%	11%	0%	18%	1%	-6%	-1%	-2%	0%
O=C(CCN1C(=O)[C@@H]2Cc3ccccc3CN2C1=O)NCCc1ccccc1	3%	0%	-9%	-6%	-9%	1%	-1%	-4%	3%	2%
Cc1cccc(C)c1NC(=S)N1CC(C)OC(C)C1 (stereo unspecified)	1%	-10%	-21%	-2%	-3%	-7%	-2%	-3%	6%	-1%
CCNC(=O)COC(=O)CCNC(=O)c1cccc(C)c1	12%	4%	-11%	-1%	2%	-3%	-2%	-9%	-1%	-4%
CC(C)=C1SC(N2CCN(Cc3ccccc3)CC2)=NC1=O	-1%	?	21%	15%	1%	10%	?	28%	-20%	0%
COc1ccc2ccc(OC)c(/C=N/n3cnnc3)c2c1	-7%	-3%	28%	0%	3%	?	7%	7%	-18%	-1%
COc1ccc(CCNC(=O)CN2C(=O)c3ccccc3S2(=O)=O)cc1OC	-7%	-9%	-5%	-4%	-6%	3%	16%	-6%	0%	0%
COc1ccc(CCC(C)N2CCOCC2)cc1 (stereo unspecified)	0%	0%	2%	-7%	0%	-2%	23%	3%	4%	1%
COc1ccc(-c2c3c([nH]c(=S)c2C#N)CCC3)cc1	-4%	-100%	-19%	-1%	?	8%	13%	-8%	?	3%
O=C(Cn1ccc2cc(S(=O)(=O)N3CCCCC3)ccc21)NCc1ccccc1F	0%	?	0%	-10%	-3%	-2%	2%	-4%	-13%	-6%
Cc1ccc(C(=O)NC2CC3CCCC(C2)N3C(=S)NCc2ccco2)cc1 (stereo unspecified)	-2%	?	-9%	-6%	-6%	4%	-2%	-10%	-7%	3%
CCOc1ccc(NC(=O)CC(C)S(=O)(=O)c2ccc3c(c2)NC(=O)CO3)cc1 (stereo unspecified)	3%	1%	0%	7%	-8%	-3%	1%	-2%	-2%	-3%
CC(C)C(=O)N1CCC(CN=CC2=C(O)CC(C)(C)CC2=O)CC1	2%	?	-10%	1%	-4%	-3%	3%	0%	1%	1%
CCOc1ccc(N(CC(=O)NCc2ccccc2Cl)S(=O)(=O)c2c(C)[nH]c(=O)[nH]c2=O)cc1	-7%	-10%	12%	-2%	2%	-2%	-2%	-4%	3%	1%
CCc1ccc(NC2=CC(=O)CC(C)(C)C2)cc1	-5%	32%	10%	-4%	-1%	-10%	-2%	4%	-24%	-3%
COc1ccccc1C(=O)NC(=S)Nc1ccc(N2CCCC2)cc1	-1%	?	32%	16%	-15%	1%	?	2%	-17%	4%
CN1C(=O)C2(NCCc3c2[nH]c2ccccc32)c2ccccc21 (stereo unspecified)	8%	-13%	5%	-2%	-4%	-6%	-1%	0%	-18%	1%
Cc1cc(OCC(=O)NCCN2CCOCC2)c2c(C)c(C)c(=O)oc2c1	-21%	-30%	-10%	0%	-1%	-6%	-4%	2%	2%	7%
CCN(C(=O)c1ccc(C)c(Br)c1)c1ccccc1	1%	34%	-9%	-4%	4%	-7%	-1%	-4%	-8%	-10%
